Screening results (PubChem)
PAFAH1B2 inh: PAFAH1B2 (human) inhibition | P68402 | recombinant PAFAH1B2, FP-rhodamine activity probe, fluorescence polarization | actives 1.2% (n = 340,000) | inhibition, % at 3.39 µM;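 active = inhibition above the mean of all tested compounds plus 3 SD, cut at about 24% in these data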;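 also: 0% = enzyme with DMSO and 100% = wells lacking PAFAH1B2; many of its hits are not listed in these tables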
Target sequence (P68402 whole entry, looked up): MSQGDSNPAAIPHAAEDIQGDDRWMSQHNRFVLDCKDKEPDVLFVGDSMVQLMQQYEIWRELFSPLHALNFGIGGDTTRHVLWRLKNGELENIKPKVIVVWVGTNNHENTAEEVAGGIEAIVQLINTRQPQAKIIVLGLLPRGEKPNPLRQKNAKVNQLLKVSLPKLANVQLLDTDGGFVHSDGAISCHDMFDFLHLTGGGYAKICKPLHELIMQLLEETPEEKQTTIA
pPAFAH FP inh: inhibitors of human plasma PAF acetylhydrolase (pPAFAH); Q13093; recombinant pPAFAH, FP-rhodamine probe fluorescence polarization; inhibition, % at 3.39 µM; actives 1.5% (n = 330,000); AID 463082;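 active = inhibition above the mean inhibition across the screen plus 3 SD, cut at about 25% in these data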;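 also: inhibitors block binding of the rhodamine activity-based probe so polarization drops; 0% = enzyme with DMSO and 100% = wells lacking pPAFAH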
Target sequence (Q13093 whole entry, looked up): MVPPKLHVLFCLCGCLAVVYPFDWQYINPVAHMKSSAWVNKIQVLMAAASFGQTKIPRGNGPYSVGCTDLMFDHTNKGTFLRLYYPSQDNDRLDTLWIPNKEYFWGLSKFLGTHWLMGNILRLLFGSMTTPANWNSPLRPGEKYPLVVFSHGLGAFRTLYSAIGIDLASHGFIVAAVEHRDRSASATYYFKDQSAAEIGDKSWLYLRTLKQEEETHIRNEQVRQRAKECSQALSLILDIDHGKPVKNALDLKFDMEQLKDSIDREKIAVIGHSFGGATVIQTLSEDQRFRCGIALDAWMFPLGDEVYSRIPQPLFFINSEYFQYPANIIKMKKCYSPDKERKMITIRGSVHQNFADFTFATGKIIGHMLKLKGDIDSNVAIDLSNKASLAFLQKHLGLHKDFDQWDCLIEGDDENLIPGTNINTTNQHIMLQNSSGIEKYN
BCLXL inh: blocks human Bcl-xL binding to Bim BH3 peptide; Q07817; GST-Bcl-xL / FITC-Bim BH3 peptide fluorescence polarization; inhibition, % at 10.9 µM; actives 0.7% (n = 320,000);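 active = inhibition above the mean of all tested compounds plus 3 SD, cutoff set per campaign, cut at about 30% in these data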;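 also: 0% = DMSO wells and 100% = unlabeled Bim-BH3 peptide competitor; inhibitors lower millipolarization by displacing the labeled peptide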
Target sequence (Q07817 whole entry, looked up): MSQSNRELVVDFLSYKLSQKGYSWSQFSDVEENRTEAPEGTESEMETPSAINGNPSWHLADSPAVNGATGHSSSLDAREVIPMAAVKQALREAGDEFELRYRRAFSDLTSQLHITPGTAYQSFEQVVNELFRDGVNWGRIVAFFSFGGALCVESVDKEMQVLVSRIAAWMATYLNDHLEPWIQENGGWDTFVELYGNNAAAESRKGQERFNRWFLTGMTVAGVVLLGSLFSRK
Fam108B counter: Fam108B inhibition, counter-screen for RBBP9 inhibitors; recombinant Fam108B, FP-Rh probe fluorescence polarization; inhibition, % at 9.51 µM; actives 0.33% (n = 300,000);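 active = inhibition above the screen mean inhibition plus 3 SD, computed separately per campaign, cut at about 18% in these data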;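 also: inhibitors lower polarization as less probe binds the enzyme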
GLD-1 TGE inh: GLD-1-TGE RNA interaction inhibition (C. elegans) | purified GLD-1 + fluorescein TGE RNA, fluorescence polarization | inhibition, % at 5.96 µM | actives 0.44% (n = 320,000);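 active = percent inhibition above a per-plate cutoff, the plate mean of test compounds plus 3 SD, cut at about 30% in these data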;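 also: 0% = DMSO wells with GLD-1 and probe and 100% = wells lacking GLD-1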
AHR activator: human AHR activation; AID 2796; activation, % at 5 µM; P35869; actives 2.5% (n = 320,000); AHR-responsive luciferase reporter cells, luminescence; in the data active = activation above about 47%;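 also: 0% = vehicle wells and 100% = reference agonist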
MEX-5 binding: C. elegans MEX-5 TCR-2 RNA binding activity | MEX-5/FITC-TCR2 RNA binding, fluorescence polarization; stronger effect = lower value | Q9XUB2 | activity score (negative = inhibition of binding), % at 10 µM | actives 0.38% (n = 300,000);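 active = inhibition past about -25% in most replicates, and total fluorescence under double the plate's negative control median, limit read from the data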;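 also: 0% = DMSO and -100% = 5 µM competing unlabeled TCR2 RNA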
MCL1-BIM inh: disrupts human MCL1 binding to BIM-BH3 peptide; Q07820; GST-MCL1 / FITC-Bim-BH3 fluorescence polarization; inhibition, % at 10.9 µM; actives 0.68% (n = 320,000);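 active = inhibition above the mean inhibition of all tested compounds plus 3 SD, set per campaign, cut at about 40% in these data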;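 also: 0% = DMSO wells and 100% = unlabeled Bim-BH3 peptide control; higher means more loss of mP so more displacement of Bim peptide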
PME-1 primary: blocks human protein phosphatase methylesterase 1 | Q9Y570 | recombinant PME-1, FP-Rh probe fluorescence polarization | inhibition, % at 5.9 µM | actives 0.53% (n = 320,000);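 active = inhibition above the campaign mean of all compounds plus 3 SD, cut at about 26% in these data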;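 also: competitive labeling of PME-1 active site by serine hydrolase directed probe; 0% = PME-1 with DMSO and 100% = wells lacking PME-1 enzyme; inhibitors block probe labeling so polarization falls and inhibition rises; many of its hits are not listed in these tables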
An asterisk follows results filed as active; . = not tested or not shown. Some of the compounds tested; count on the stated rates, not on these rows.

Fields – PAFAH1B2 inh	pPAFAH FP inh	BCLXL inh	Fam108B counter	GLD-1 TGE inh	AHR activator	MEX-5 binding	MCL1-BIM inh	PME-1 primary
O=C(COC(=O)c1ccccc1C(=O)c1ccc(Cl)cc1)NCC1CCCO1 (stereo not given)
 : 2	-2	3	4	7	0	2.3	0	-3
CCOC(=O)N1CCN(C(=O)CCCCCn2c(=S)[nH]c3cc4c(cc3c2=O)OCO4)CC1
 : 1	5	-3	0	3	3	-0.6	-1	5
Cc1cccc(-c2nc(C#N)c(NCc3ccco3)o2)c1
 : 3	11	-2	5	0	12	.	-6	4
CCOc1cccc(-c2c(C(=O)N/N=C/c3ccsc3)nnn2-c2nonc2N)c1
 : 0	-1	2	-6	5	17	1.7	5	1
COc1cc(N=CC2=C(O)c3ccccc3C2=O)cc(OC)c1
 : 1	8	1	-2	3	15	-3.7	3	4
CC(CCc1ccccc1)NCc1ccc(Cl)cc1Cl (stereo not given)
 : 3	2	2	-4	-4	0	-1.6	9	6
CCOC(=O)C1=C(C)NC(=O)NC1C1CC=CCC1 (stereo not given)
 : -5	1	-1	-1	0	0	-3.8	3	-4
Cc1cccc(NCc2nc(-c3ccccc3)no2)c1
 : 4	4	-1	2	6	5	-0.4	1	1
O=C(COC(=O)/C=C/c1ccc2c(c1)OCO2)NC1CCS(=O)(=O)C1 (stereo not given)
 : 2	0	-4	-1	-4	3	-4.2	-14	-4
CCOC(=O)C1=NOC2COC3(CCN(c4ncccn4)CC3)OCC12 (stereo not given)
 : -9	0	8	6	7	-1	1.7	3	-2
COc1cc(/C=C/C(=O)OCC(=O)N2CC3(C)CC2CC(C)(C)C3)ccc1O (stereo not given)
 : 12	5	7	5	4	-1	-1.5	1	5
Cn1cccc1Cc1nnc(SCC(=O)Nc2ccc(Cl)cc2)n1-c1ccc(F)cc1
 : 6	-1	0	-1	6	-1	-3.5	3	1
Cc1ccc(OCC(=O)NCc2ccco2)c([N+](=O)[O-])n1
 : -1	0	-3	1	-1	-1	-0.1	3	1
CCCCNS(=O)(=O)c1ccc(S(=O)(=O)N2CCC3(CC2)OCCO3)cc1
 : 5	5	3	-2	-3	-3	-1.5	8	4
COc1ccc(Cl)cc1NC(=O)CN(C)C(=O)Cn1[nH]c(=O)c2ccccc2c1=O
 : -2	5	-9	.	6	2	.	-22	-3
Fc1cccc(CCN2C(=S)NC[C@@H]2Cc2ccccc2)c1
 : 8	-4	4	2	0	2	2.5	21	6
CCSc1nnc(NC(=O)C2CC(=O)N(Cc3ccccc3)C2)s1 (stereo not given)
 : -6	0	4	-2	2	-1	1.5	3	-3
CCOc1ccc(C(=O)NNC(=O)CCNC(=O)c2ccco2)cc1OC
 : -2	-4	5	1	-1	0	1.3	3	2
CC(C)CNS(=O)(=O)c1ccc(CCC(=O)NCC2CCCO2)cc1 (stereo not given)
 : -2	5	0	0	-2	5	0.0	-5	-2
Cc1sc2nc(C)n(/N=C/c3ccc(O)cc3)c(=O)c2c1C
 : -4	0	8	-1	5	2	-0.4	6	-7
CSc1nc(/C=C2\C=Nc3ccccc32)c(O)n1C
 : 0	5	4	7	-14	51*	-3.5	-1	-2
Cc1cc(N2CCCC2)nc(N2C3CCC2CC(O)(c2ccc(F)cc2)C3)n1 (stereo not given)
 : .	0	-3	1	0	0	-2.3	-3	3
CN(CC(=O)Nc1c(Cl)cccc1Cl)C(=O)CNC(=O)c1ccc2ccccc2c1
 : 2	1	2	-2	3	3	0.2	-3	-5
O=C1Nc2ccccc2C12OCC(COc1ccc(Cl)cc1)O2 (stereo not given)
 : 17	8	1	-7	-1	-5	0.3	6	4
O=S(=O)(Nc1cccc(-n2cnnn2)c1)c1cccc(Cl)c1
 : 5	4	4	4	-5	20	-1.0	4	7
CCOC(=O)C1=C(CNC2CCCCC2)NC(=O)NC1c1cc(C)ccc1C (stereo not given)
 : -1	1	3	0	4	4	0.2	0	0
CC(C)(C)OC(=O)C[C@@H]1C/C=C\C[C@@H](CC(=O)N(CCO)Cc2ccccc2)C(=O)N2CCC[C@@H]2COC1=O
 : 5	4	.	.	1	-1	.	.	.
Cc1occc1C(=O)N/N=C/c1cccnc1
 : -6	-1	3	1	-7	7	-0.4	10	-1
CCOc1cc(-c2cn(S(=O)(=O)c3cccc4nsnc34)nc2N)cc(OCC)c1OCC
 : 3	12	3	6	3	0	1.3	11	6
CCOC(=O)N1CCN(Cc2nnc(-c3cccc(Br)c3)o2)CC1
 : 0	4	2	-3	-1	4	-0.5	-4	-3
O=[N+]([O-])c1cccc(S(=O)(=O)N2CCC(c3nc(-c4ccncc4)no3)CC2)c1
 : 1	0	0	-1	-2	4	0.2	-4	7
O=S(=O)(c1ccc2ccccc2c1)n1cccn1
 : 1	-6	6	9	1	-2	-0.8	-1	1
CCn1ccnc1CN(C)C(=O)C1CCC(=O)N(Cc2cccc(C(F)(F)F)c2)C1 (stereo not given)
 : -9	-4	3	4	1	1	2.0	7	6
COC(=O)c1ccc(Oc2cc(C)nc(-n3nc(C)cc3C)n2)cc1
 : 1	-2	-3	0	4	9	-1.3	-2	-1
Cc1cc([N+](=O)[O-])nn1CC(=O)Nc1nc2ccccc2s1
 : 1	1	5	0	1	6	-4.4	3	1
COCCCNc1nc2c(c(=O)[nH]c(=O)n2C)n1CC(O)COc1ccccc1C (stereo not given)
 : 1	5	-6	-2	-8	5	-3.0	-11	6
CCn1nnc(NC(=O)c2ccco2)n1
 : 3	4	-1	-1	12	2	0.4	-6	-3
O=C(COC(=O)C1CC(O)CN1C(=O)Oc1ccccc1)c1ccc(Br)cc1 (stereo not given)
 : 10	1	-6	0	2	-2	-0.9	-20	6
COc1cccc(C(=O)NC(Cc2ccccc2)c2ccc3c(c2)OCCCO3)c1 (stereo not given)
 : -1	-3	2	-3	9	0	-0.4	4	-4
COc1ccc(S(=O)(=O)N2CCOC23CCN(S(C)(=O)=O)CC3)cc1
 : 4	1	3	2	1	-1	-2.2	6	0
COc1ccc(C2CC(c3ccccc3)=NN2C(=O)COC(=O)/C=C/c2ccc(O)c(OC)c2)cc1 (stereo not given)
 : -4	1	0	-5	-3	4	-1.8	1	2
O=C(NCc1cccnc1)C1CCN(S(=O)(=O)c2cc(Cl)ccc2Cl)CC1
 : 1	6	5	0	9	-1	2.2	2	13
CN(c1cccc(NC(=O)CN(c2ccc(C34CC5CC(CC(C5)C3)C4)cc2)S(C)(=O)=O)c1)S(C)(=O)=O
 : -14	-15	4	-26	6	0	-0.1	1	-45
O=C(O)/C=C/C(=O)Nc1ccc(-n2nccc2C(F)(F)F)cc1
 : 2	-2	3	0	-5	-3	-9.3	-1	4
Cn1cc(Br)c(NS(=O)(=O)c2ccc(Cl)s2)n1
 : 2	-3	1	-1	6	1	-1.9	5	4
O=C(CCCCCN1C(=O)c2cccc3cccc(c23)C1=O)NCc1cccnc1
 : .	49*	2	-4	3	-3	1.4	1	2
Cc1cc(NC(=O)c2ccc(COc3ccc(Cl)c(C)c3)o2)no1
 : 5	1	5	-5	5	4	-2.8	6	1
CC1(C)CC(N(Cc2cccs2)C(=O)c2ccco2)CCO1 (stereo not given)
 : 0	0	6	0	2	1	1.5	2	-3
COc1cc2nc(Cl)nc(N3CCOCC3)c2cc1OC
 : 3	-7	5	1	5	2	1.8	-1	-2
CCN(CC)S(=O)(=O)c1cc(NC(=O)CCCOc2ccc(C(C)=O)cc2)ccc1C
 : 9	5	-4	-3	2	9	2.8	-6	8
COc1ccc(CCNC(=O)c2ccc(=O)[nH]c2)cc1OC
 : 8	2	2	0	0	1	2.8	4	1
COc1ccc(NC(=O)C(=O)N/N=C(\C)CC(=O)Nc2ccccn2)c(OC)c1
 : -2	4	3	-1	-2	3	-0.4	1	-9
Cc1nnc(-c2ccc(Cl)cc2)nc1NCCN(C)C
 : 3	-3	3	1	2	5	-0.7	8	-2
CCCNC(=O)CCc1c(C)nc2nc(C)nn2c1C
 : 1	4	1	-2	-3	-3	1.2	-7	-3
CCC1CCCCN1CCCNC(=O)C1CCC(=O)N1Cc1ccc(C)cc1 (stereo not given)
 : -1	-2	13	-1	2	1	-4.0	17	-6
CCN(CC)C(=O)C1CCCN(Cc2ccc(OC)c(C)c2)C1 (stereo not given)
 : -2	1	2	-2	-1	1	-1.1	8	-2
CCCCS(=O)CC(COCc1ccccc1)OC(=O)CSc1nc(C)cc(C)n1 (stereo not given)
 : -1	12	4	-4	1	0	0.8	8	3
COC(=O)c1scc(C)c1N/N=C(\C)c1ccc(F)cc1F
 : 1	0	1	0	3	1	0.3	3	-9
CC(OC(=O)/C=C/c1cccs1)C(=O)Nc1ccc(C(N)=O)cc1 (stereo not given)
 : -3	4	-2	.	-6	-1	.	1	2
CC(=O)CSc1ncnc2nc[nH]c12
 : 4	0	0	-1	-8	-1	-0.9	3	3
S=c1[nH]c2cc(Cl)c3cccnc3c2o1
 : -5	16	-16	9	2	17	3.0	-2	4

Some of these compounds in order of length of the SMILES, rising.
Fields – PAFAH1B2 inh	pPAFAH FP inh	BCLXL inh	Fam108B counter	GLD-1 TGE inh	AHR activator	MEX-5 binding	MCL1-BIM inh	PME-1 primary
O=S(=O)(c1ccc2ccccc2c1)n1cccn1
 : 1	-6	6	9	1	-2	-0.8	-1	1
CCCNC(=O)CCc1c(C)nc2nc(C)nn2c1C
 : 1	4	1	-2	-3	-3	1.2	-7	-3
Cc1nnc(-c2ccc(Cl)cc2)nc1NCCN(C)C
 : 3	-3	3	1	2	5	-0.7	8	-2
CC1(C)CC(N(Cc2cccs2)C(=O)c2ccco2)CCO1 (stereo not given)
 : 0	0	6	0	2	1	1.5	2	-3
CCN(CC)C(=O)C1CCCN(Cc2ccc(OC)c(C)c2)C1 (stereo not given)
 : -2	1	2	-2	-1	1	-1.1	8	-2
O=C(CCCCCN1C(=O)c2cccc3cccc(c23)C1=O)NCc1cccnc1
 : .	49*	2	-4	3	-3	1.4	1	2
COc1ccc(NC(=O)C(=O)N/N=C(\C)CC(=O)Nc2ccccn2)c(OC)c1
 : -2	4	3	-1	-2	3	-0.4	1	-9
O=[N+]([O-])c1cccc(S(=O)(=O)N2CCC(c3nc(-c4ccncc4)no3)CC2)c1
 : 1	0	0	-1	-2	4	0.2	-4	7
COc1ccc(C2CC(c3ccccc3)=NN2C(=O)COC(=O)/C=C/c2ccc(O)c(OC)c2)cc1 (stereo not given)
 : -4	1	0	-5	-3	4	-1.8	1	2
CN(c1cccc(NC(=O)CN(c2ccc(C34CC5CC(CC(C5)C3)C4)cc2)S(C)(=O)=O)c1)S(C)(=O)=O
 : -14	-15	4	-26	6	0	-0.1	1	-45
